# IDH1 mut inh: inhibitors of IDH1 R132H reductase, primary screen, biochemical, plate reader, single point | Isocitrate dehydrogenase [NADP] cytoplasmic (Homo sapiens), O75874 | diaphorase/resazurin fluorescence, 60 min | inhibition, % at 10 µM | AID 624101, 2012 | 70,000 compounds, 0.18% hits; in the data active means inhibition above about 34%;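 further: 0% = DMSO and 100% = no enzyme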
# PRC2 inh: EZH2/PRC2 methyltransferase inhibitors, primary screen, biochemical, DELFIA time-resolved fluorescence, single point; Histone-lysine N-methyltransferase EZH2 (Homo sapiens), Q15910; PRC2 H3K27 methylation, DELFIA TRF, 1 h; inhibition, % at 12.5 µM; 57,000 compounds, 0.35% hits; AID 651548, 2012;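 active means mean inhibition of replicates at least 50% and every single replicate also reaching 50%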;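 further: dimethyl H3K27 on biotinylated H3 21-44 peptide detected by antibody; plate controls were median neutral control wells for no effect and median positive control wells for full effect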
# Target sequence (Q15910 whole entry, looked up): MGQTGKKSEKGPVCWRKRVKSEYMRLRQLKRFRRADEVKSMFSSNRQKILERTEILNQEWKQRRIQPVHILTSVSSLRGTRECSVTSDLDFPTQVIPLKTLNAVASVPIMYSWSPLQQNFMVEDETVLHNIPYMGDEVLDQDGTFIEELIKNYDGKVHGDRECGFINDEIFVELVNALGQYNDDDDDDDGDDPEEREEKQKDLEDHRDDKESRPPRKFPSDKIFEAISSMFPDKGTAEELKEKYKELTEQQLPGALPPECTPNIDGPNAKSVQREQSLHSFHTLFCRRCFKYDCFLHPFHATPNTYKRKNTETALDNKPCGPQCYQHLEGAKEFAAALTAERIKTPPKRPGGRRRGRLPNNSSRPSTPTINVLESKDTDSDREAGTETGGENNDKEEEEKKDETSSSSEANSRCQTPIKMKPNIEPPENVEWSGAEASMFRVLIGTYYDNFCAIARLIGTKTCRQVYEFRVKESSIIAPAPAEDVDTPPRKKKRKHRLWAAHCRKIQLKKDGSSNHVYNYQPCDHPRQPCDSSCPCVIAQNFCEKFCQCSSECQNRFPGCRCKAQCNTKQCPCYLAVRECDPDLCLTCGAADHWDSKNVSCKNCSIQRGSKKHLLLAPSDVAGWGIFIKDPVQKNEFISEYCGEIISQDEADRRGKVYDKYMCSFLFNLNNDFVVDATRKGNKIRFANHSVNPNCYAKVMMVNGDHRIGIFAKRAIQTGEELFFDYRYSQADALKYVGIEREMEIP
# * = called active by the depositor; x = no result given. This is a subset; the hit share may differ from the screen's.
structure	IDH1 mut inh	PRC2 inh
C[C@@H]1CN([C@@H](C)CO)C(=O)c2ccccc2-c2ccccc2CO[C@H]1CN(C)C(=O)N[C@H](C)c1ccccc1	x	9
C[C@H](CO)N1C[C@H](C)[C@@H](CN(C)C(=O)Nc2cccc(F)c2)Oc2cc(/C=C/c3ccccc3)ccc2S1(=O)=O	-0.1	x
C[C@@H]1CN([C@H](C)CO)C(=O)c2cc(NS(C)(=O)=O)ccc2O[C@H]1CN(C)C	-6.6	x
CCCNC(=O)N(C)C[C@H]1Oc2cc(C#CCC(C)C)ccc2S(=O)(=O)N([C@H](C)CO)C[C@H]1C	-3.0	-11
CCC(=O)N(C)C[C@@H]1Oc2cc(-c3cccc(C#N)c3)ccc2S(=O)(=O)N([C@H](C)CO)C[C@@H]1C	1.8	3
C[C@@H]1CN([C@@H](C)CO)C(=O)c2cc(NS(=O)(=O)c3ccc(F)cc3)ccc2O[C@@H]1CN(C)Cc1ccc(-c2ccccc2)cc1	0.1	x
C[C@@H]1CN([C@H](C)CO)C(=O)c2cc(NC(=O)C3CCCCC3)ccc2O[C@@H]1CN(C)C(=O)Nc1ccc2c(c1)OCO2	-0.6	-3
O=C(CCN1CCCCC1)NCC[C@H]1CC[C@H](NC(=O)Nc2ccc(Cl)cc2)[C@@H](CO)O1	0.1	-25
C[C@@H]1CN([C@H](C)CO)C(=O)c2cccc(NC(=O)Nc3ccc(C(F)(F)F)cc3)c2O[C@@H]1CN(C)S(=O)(=O)c1cccs1	0.7	x
C[C@H](CO)N1C[C@H](C)[C@@H](CN(C)Cc2cccc(F)c2)Oc2ncc(-c3ccccc3F)cc2C1=O	-0.7	0
CCO[C@@H]1OC(C(N)=O)=C[C@H](C2CC2)[C@H]1CCCO	x	-2
COc1cccc(CNC(=O)C[C@@H]2CC[C@H](NC(=O)C3CCC3)[C@@H](CO)O2)c1	0.4	-7
C[C@H](CO)N1C[C@H](C)[C@H](CN(C)Cc2ccc3c(c2)OCO3)OCCCC[C@H](C)Oc2ccc(NS(C)(=O)=O)cc2C1=O	x	6
Cc1ccc([N+](=O)[O-])cc1N(CC(=O)Nc1cccc(F)c1)S(C)(=O)=O	0.4	-1
COC(=O)C1=COC(O[C@@H]2O[C@H](CO)[C@@H](O)[C@H](O)[C@H]2O)[C@@H]2[C@@](C)(O)CC[C@]12O (some centres undefined)	-0.3	7
O=C(CN1CCOCC1)NCC[C@H]1CC[C@H](NC(=O)Nc2ccc(C(F)(F)F)cc2)[C@H](CO)O1	-0.2	-1
CSc1cccc(NC(=O)CSc2nnc(-c3ccc(Br)cc3)n2C)c1	0.1	13
C[C@@H]1CN([C@@H](C)CO)C(=O)c2cc(C#CC(C)(C)O)cnc2O[C@H]1CN(C)C(=O)C1CC1	x	10
C[C@@H]1CN([C@@H](C)CO)C(=O)c2cc(-c3cncnc3)cnc2O[C@H]1CN(C)C(=O)Cc1ccccc1	-0.3	3
CN(C)C(=O)C[C@H]1C[C@H]2c3cc(NC(=O)NC4CCCCC4)ccc3O[C@H]2[C@@H](CO)O1	-2.1	10
NC(=O)c1c(NC(=O)CCSc2nc(-c3ccco3)cc(C(F)(F)F)n2)sc2c1CCCC2	4.5	8
O=C(Nc1ccc2c(c1)[C@H]1C[C@@H](CC(=O)N3CCOCC3)O[C@H](CO)[C@H]1O2)C1CCC1	0.0	-5
C[C@@H]1CN([C@@H](C)CO)C(=O)Cc2cc(NC(=O)CCC(F)(F)F)ccc2O[C@H]1CN(C)Cc1ccncc1	20	-5
C[C@H](CO)N1C[C@H](C)[C@H](CN(C)C(=O)C2CCC2)Oc2cc(-c3ccc(C(=O)N(C)C)cc3)ccc2S1(=O)=O	-0.3	4
CO[C@H]1CN(C)C(=O)c2ccc(NS(=O)(=O)c3ccc(Cl)cc3)cc2OC[C@@H](C)N(C(=O)NC(C)C)C[C@H]1C	0.3	6
C[C@@H]1CN([C@H](C)CO)S(=O)(=O)c2ccc(-c3cncnc3)cc2O[C@H]1CN(C)Cc1ccccn1	-0.5	x
COc1ccc(NC(=O)Nc2ccc3c(c2)CC(=O)N([C@H](C)CO)C[C@H](C)[C@@H](CN(C)C(=O)Nc2ccc(OC)cc2)O3)cc1	0.0	x
CO[C@@H]1CN(C)C(=O)c2ccc(NC(=O)C3CC3)cc2OC[C@@H](C)N(C(=O)c2ccccc2F)C[C@H]1C	-0.1	-7
Cc1nc(SCC(=O)Nc2ccccc2)n[nH]1	0.2	-1
COc1ccccc1CNC(=O)C[C@H]1C=C[C@H](NC(C)=O)[C@@H](CO)O1	-0.3	-13
C[C@@H]1CN([C@H](C)CO)C(=O)c2cccc(NC(=O)NC3CCCCC3)c2O[C@@H]1CN(C)C(=O)Nc1ccc2c(c1)OCO2	-0.5	x
CC(C)NC(=O)Nc1ccc2c(c1)CC(=O)N([C@H](C)CO)C[C@@H](C)[C@@H](CN(C)Cc1ccc3c(c1)OCO3)O2	2.6	4
COc1ccc(-c2cnc3c(c2)C(=O)N([C@@H](C)CO)C[C@@H](C)[C@H](CN(C)C(=O)Cc2ccncc2)O3)cc1	-0.1	x
C[C@@H]1CN([C@@H](C)CO)C(=O)c2cc(NC(=O)CCC(F)(F)F)ccc2O[C@H]1CN(C)Cc1ccc(C(=O)O)cc1	2.2	-4
COc1cc2ccc(=O)oc2cc1O	-6.4	0
C[C@H]1CN([C@@H](C)CO)C(=O)c2cc(NS(C)(=O)=O)ccc2O[C@H]1CN(C)S(=O)(=O)c1ccccc1	-0.5	x
C[C@@H]1CN([C@H](C)CO)C(=O)CCCn2cc(nn2)CO[C@H]1CN(C)Cc1cccc(C(=O)O)c1	1.4	x
COc1ccc(CCN2C(=O)C(NC(=O)C(C)(C)C)(C(F)(F)F)C3=C2CC(C)(C)CC3=O)cc1OC (centres undefined)	-0.1	x
CC(=O)N(C)C[C@@H]1Oc2ncc(-c3ccc(C(=O)N(C)C)cc3)cc2C(=O)N([C@H](C)CO)C[C@@H]1C	-0.1	-1
C/C=C/c1cnc2c(c1)C(=O)N([C@H](C)CO)C[C@H](C)[C@@H](CN(C)S(=O)(=O)c1ccc(F)cc1)O2	-0.1	x
CO[C@@H]1CN(C)C(=O)c2cc(NC(=O)NC3CCCCC3)ccc2OC[C@@H](C)N(C)C[C@H]1C	-0.7	5
C[C@H](CO)N1C[C@H](C)[C@H](CN(C)C)Oc2cc(C#Cc3ccc(F)cc3)ccc2S1(=O)=O	-1.3	-30
CSc1nsc(SC)c1NC(=O)OCCc1ccccn1	3.2	0
CCCNC(=O)N(C)C[C@@H]1Oc2ncc(C#CC3(O)CCCC3)cc2C(=O)N([C@@H](C)CO)C[C@@H]1C	-4.0	10
COc1ccccc1NC(=O)N[C@H]1CC[C@@H](CCNS(=O)(=O)c2ccc(Cl)cc2)O[C@H]1CO	0.2	24
COc1ccc([Si](C)(C)[C@H]2[C@H](CCO)O[C@@]3(C(=O)N(Cc4ccccc4)c4ccc(N5CCOC5=O)cc43)[C@@H]2C)cc1	0.3	25
O=C(NO)c1cccc(C(=O)N/N=C/c2ccc(-n3ccnc3)cc2)c1	-0.1	1
C[C@@H]1CN([C@@H](C)CO)S(=O)(=O)c2ccc(C#CCN(C)C)cc2O[C@H]1CN(C)C	-0.9	x
C[C@@H]1CN([C@@H](C)CO)S(=O)(=O)c2ccc(C3=CCCCC3)cc2O[C@H]1CN(C)Cc1ccccc1F	x	20
O=C(CSc1n[nH]c(-c2ccc(Cl)cc2Cl)n1)Nc1cccc(Cl)c1Cl	0.3	32
C[C@@H]1CN([C@@H](C)CO)C(=O)c2cc(C#Cc3ccccc3F)cnc2O[C@@H]1CN(C)C(=O)c1ccc2c(c1)OCO2	2.8	-7
CCO[C@@H]1OC(C(=O)NCc2ccccc2)=C[C@H](c2ccc(C(F)(F)F)cc2)[C@H]1CCCO	x	8
Cn1c(=O)c2c(nc(NCC(O)CO)n2Cc2ccc(Cl)cc2)n(C)c1=O (centres undefined)	-0.4	1
C[C@H](CO)N1C[C@H](C)[C@@H](CN(C)C(=O)CCN(C)C)OCc2ccccc2-c2c(n(C)c3ccccc23)C1=O	x	-9
O=C(N[C@H]1CC[C@H](CCNS(=O)(=O)c2ccccc2)O[C@H]1CO)c1cccc(F)c1	0.1	6
C[C@@H]1CN([C@H](C)CO)C(=O)Cc2cc(NC(=O)Cn3cnnn3)ccc2O[C@H]1CN(C)C(=O)Nc1ccc(C(F)(F)F)cc1	2.7	x
CO[C@H]1CN(C)C(=O)c2ccc(NS(C)(=O)=O)cc2OC[C@H](C)N(C(=O)c2ccc3c(c2)OCO3)C[C@H]1C	x	12
CCc1ccc(NC(=O)COc2ccc(NC(C)=O)cc2)cc1	-0.3	12
C[C@H]1CN([C@@H](C)CO)C(=O)c2cc(-c3cccc(C#N)c3)cnc2O[C@@H]1CN(C)C(=O)c1ccccn1	5.5	10
C[C@@H]1CCCCO[C@H](CN(C)C(=O)c2ccncc2)[C@@H](C)CN([C@H](C)CO)C(=O)c2cc(NC(=O)CCCCCC(=O)Nc3ccccc3N)ccc2O1	17	5

# Among those listed so far, two contain a COOH group.
structure	IDH1 mut inh	PRC2 inh
C[C@@H]1CN([C@@H](C)CO)C(=O)c2cc(NC(=O)CCC(F)(F)F)ccc2O[C@H]1CN(C)Cc1ccc(C(=O)O)cc1	2.2	-4
C[C@@H]1CN([C@H](C)CO)C(=O)CCCn2cc(nn2)CO[C@H]1CN(C)Cc1cccc(C(=O)O)c1	1.4	x

# Entries of single compounds, quoted from the list.
# C[C@@H]1CN([C@H](C)CO)S(=O)(=O)c2ccc(-c3cncnc3)cc2O[C@H]1CN(C)Cc1ccccn1 reads IDH1 mut inh: -0.5; PRC2 inh: x
# COc1cccc(CNC(=O)C[C@@H]2CC[C@H](NC(=O)C3CCC3)[C@@H](CO)O2)c1 reads IDH1 mut inh: 0.4; PRC2 inh: -7

# (listing goes on)
structure	IDH1 mut inh	PRC2 inh
Cc1noc(C)c1S(=O)(=O)Nc1ccc2c(c1)C(=O)N([C@H](C)CO)C[C@H](C)[C@H](CN(C)C)OCCCC[C@H](C)O2	2.2	x
COC(=O)CCCCCCC(=O)N/N=C/c1c(Cl)cc(OC)c(OC)c1Cl	x	17
C[C@@H]1CN([C@H](C)CO)C(=O)c2cc(NC(=O)Nc3ccc(F)cc3)ccc2O[C@@H](C)CCCCO[C@@H]1CN(C)Cc1ccc(Cl)c(Cl)c1	0.4	x
O=C(C[C@@H]1C=C[C@@H](NC(=O)C2CCOCC2)[C@@H](CO)O1)NCC1CCCCC1	0.1	3
C[C@@H]1CCCCO[C@@H](CN(C)Cc2ccc(C(=O)Nc3ccccc3N)cc2)[C@@H](C)CN([C@H](C)CO)C(=O)c2cc(NC(=O)NC3CCCCC3)ccc2O1	-0.1	-33
C[C@H]1CN([C@@H](C)CO)S(=O)(=O)c2ccc(Br)cc2O[C@@H]1CN(C)C(=O)CN(C)C	-3.6	1
C[C@H](CO)N1C[C@H](C)[C@H](CN(C)C)Oc2c(NC(=O)C3CCOCC3)cccc2C1=O	0.9	x
C[C@H](CO)N1C[C@H](C)[C@H](CN(C)S(=O)(=O)c2ccccc2)Oc2ccc(NC(=O)c3ccncc3)cc2C1=O	x	7
COc1ccc(-c2cnc3c(c2)C(=O)N([C@H](C)CO)C[C@H](C)[C@H](CN(C)Cc2ccccn2)O3)cc1	0.6	6
CO[C@H]1CC[C@@H]2CCOc3c(C#N)cccc3C(=O)N(C)C[C@H](c3ccccc3)CC(=O)N(C)C[C@H]1O2	-0.4	5
Cc1noc(C)c1NC(=O)Nc1ccc2c(c1)C(=O)N([C@H](C)CO)C[C@H](C)[C@@H](CN(C)Cc1ccc(C(=O)O)cc1)OCCCC[C@H](C)O2	4.3	x
O=C(N[C@H]1CC[C@@H](CCNS(=O)(=O)c2ccc(F)cc2)O[C@@H]1CO)c1cccnc1	0.0	-4
C[C@@H]1CN([C@H](C)CO)S(=O)(=O)c2ccc(-c3ccc(F)cc3)cc2O[C@@H]1CN(C)C	-3.5	-1
C/C=C/c1cnc2c(c1)C(=O)N([C@H](C)CO)C[C@@H](C)[C@H](CN(C)C(=O)Cc1cccnc1)O2	-0.4	x
Cc1nn(CC(=O)Nc2cccc(C(F)(F)F)c2)c(C)c1[N+](=O)[O-]	-0.1	-6
C[C@@H]1CCCCO[C@H](CN(C)S(=O)(=O)c2ccc(Cl)cc2)[C@@H](C)CN([C@H](C)CO)C(=O)c2cc(N(C)C)ccc2O1	x	-2
C[C@H](CO)N1C[C@H](C)[C@@H](CN(C)S(=O)(=O)c2ccc(Cl)cc2)Oc2ccc(NS(=O)(=O)c3cccs3)cc2C1=O	0.5	x
O=C(NN=C1CCCCCCC1)c1ccccc1O	x	-26
COCC(=O)N(C)C[C@@H]1Oc2ncc(C#Cc3ccncc3)cc2C(=O)N([C@@H](C)CO)C[C@H]1C	0.1	11
CO[C@H]1CN(C)C(=O)c2cc(NC(=O)C3CC3)ccc2OC[C@H](C)N(C(C)=O)C[C@@H]1C	0.6	3
COc1ccc(-c2coc3cc(O)ccc3c2=O)cc1	0.5	11
C[C@@H]1CN([C@@H](C)CO)C(=O)c2cc(-c3ccncc3)cnc2O[C@H]1CN(C)C(=O)NC1CCCC1	0.4	18

# From PubChem BioAssay
